# Screening data deposited in PubChem BioAssay by IUPUI and University of Michigan.
# ST2 IL33 inh: inhibitors of human ST2 (IL1RL1) binding to IL-33. Q01638. AlphaLISA ST2-Fc/biotin-IL-33 interaction, 1 h. 78,000 compounds, 2.3% hits. inhibition, % for hits at 17 µM; in the data active = inhibition above about 30%; inconclusive = mostly about 10% to 28%
# Target sequence (Q01638 whole entry, looked up): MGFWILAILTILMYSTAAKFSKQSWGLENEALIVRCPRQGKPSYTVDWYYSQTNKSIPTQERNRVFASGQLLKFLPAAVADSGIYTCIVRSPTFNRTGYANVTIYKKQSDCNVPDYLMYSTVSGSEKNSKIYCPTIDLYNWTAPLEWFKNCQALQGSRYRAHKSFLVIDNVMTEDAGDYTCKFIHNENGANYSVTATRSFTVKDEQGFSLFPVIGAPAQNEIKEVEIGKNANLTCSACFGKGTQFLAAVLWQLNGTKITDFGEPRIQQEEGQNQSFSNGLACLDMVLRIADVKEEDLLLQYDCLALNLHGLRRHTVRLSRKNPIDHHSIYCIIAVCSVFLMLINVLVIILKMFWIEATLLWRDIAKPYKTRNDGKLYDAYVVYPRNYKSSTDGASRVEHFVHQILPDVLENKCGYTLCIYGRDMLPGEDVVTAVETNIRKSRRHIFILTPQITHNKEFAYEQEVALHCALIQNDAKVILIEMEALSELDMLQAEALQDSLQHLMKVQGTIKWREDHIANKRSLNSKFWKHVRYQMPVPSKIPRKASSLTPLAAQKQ
# Starred values were filed as active, the others as inactive; i = inactive; u = inconclusive.
SMILES,ST2 IL33 inh
Cc1cccc(S(=O)(=O)N2CCSC2c2ccc(Br)cc2)c1 (stereo not given),i
Cc1cc2c(o1)-c1c(oc3ccc(Br)cc13)CCC2(C)c1ccccc1 (stereo not given),u
Cc1ccc2c(c1)CN(CC(=O)NCCc1nc3ccccc3n1C)CC(c1ccsc1)O2 (stereo not given),i
COc1cc(/C=C/C(=O)Nc2cc(C)c3c(=O)oc4ccccc4c3n2)cc(OC)c1OC,u
O=C(CCc1ccccc1)Nc1scc(-c2cccs2)c1C(=O)O,i
O=C(c1cnccn1)N1C[C@@H]2OCC(=O)N(CC3CCCCC3)[C@@H]2C1,u
O=C(Nc1cc(-c2nc3ccccc3o2)ccc1Cl)c1ccc(Br)o1,i
CCOC(=O)c1c(C)oc2ccc(OCC(=O)O)cc12,u
Cc1[nH]c(=O)[nH]c(=O)c1CC(=O)N1CCOC(CCCc2ccccc2)C1 (stereo not given),i
Cc1cccc(OCCn2ccnc2)c1C,u
Cc1cc(NCCN2CCOCC2)n2c(nc3ccccc32)c1C#N,i
CCOC(=O)C1(C/C=C/c2ccccc2)CCCN(C(=O)c2n[nH]c(=O)c3ccccc23)C1 (stereo not given),u
CCN1CCN(c2nc3c(c(=O)n(C)c(=O)n3C)n2Cc2c(F)cccc2Cl)CC1,i
Cc1ccc(N2CC(NC(=O)c3cc4ccccc4o3)CC2=O)cc1C (stereo not given),u
O=C(NCc1ccccc1)C(Cc1ccccc1)NS(=O)(=O)c1cccs1 (stereo not given),i
CCOC(=O)c1[nH]ncc1CN1CCCn2cncc2C1,i
CN(C)c1ccc(/C=C/c2nc3ccc(I)cc3c(=O)n2CCO)cc1,u
O=c1c2ccccc2ncn1CCCCOc1ccc(Cl)cc1Br,i
COc1cc(Br)c(CN2CCCC(O)C2)cc1OC (stereo not given),u
Cc1[nH]c2ccc(Cl)cc2c(=O)c1CN1CCOCC1,i
CCCC1C(c2ccc(OC)cc2)C(C#N)(C#N)C2(C#N)CC1(N)NC2=O (stereo not given),i
O=C(CCc1cc(=O)[nH]o1)NC1CC(=O)N(CCc2ccc(F)cc2)C1 (stereo not given),u
O=C1C(=Cc2cccn2-c2ccc(Cl)cc2)C(=O)c2ccccc21,i
Cc1ccc(-c2[nH]nc3c2C(c2ccc4c(c2)OCO4)C(C#N)=C(N)O3)cc1 (stereo not given),i
CCN(Cc1ccc(-c2ccn[nH]2)o1)C1CCS(=O)(=O)C1 (stereo not given),u
N=c1c2c3c(sc2ncn1Cc1ccccc1)CCCC3,i
COc1ccc(C(=O)NCCc2ccc(OC)c(OC)c2)c(OC)c1,i
COc1ccc(CCNC(=O)C2CCN(C(=O)Cc3ccccc3)CC2)cc1OC,i
COc1cc(-c2ncnn2-c2ccc(C)c(Cl)c2)cc(OC)c1OC,i
CN(Cc1cn[nH]c1-c1ccc(F)cc1)C(=O)c1cnn2c1CCCC2,i
N#C/C(=C\c1cccc(F)c1)c1nc(-c2ccc([N+](=O)[O-])cc2)cs1,u
CCOC(=O)Cn1c(=O)n(-c2ccc(F)cc2)c2nc(C)nc(C(N)=O)c21,i
COc1ccc2cc3cc(C(=O)N4CCN(Cc5ccc6c(c5)OCO6)CC4)oc3nc2c1,u
CC1C(=O)N(C)CCN1C(=O)c1cn[nH]c1-c1cccc(F)c1 (stereo not given),i
Cc1cccc(CN2CCCC3(CCN(C(=O)CCc4ccccc4C)C3)C2)c1 (stereo not given),i
O=C(Cn1c(=O)n(-c2ccc(F)cc2)c(=O)c2sccc21)N1CCCCCC1,u
O=C1CC(=O)Nc2cc(S(=O)(=O)N3CCN(c4ccccn4)CC3)ccc2N1,i
COc1ccc(C2C(C#N)=C(N)OC3=C2C(=O)CC(c2ccccc2)C3)cc1C (stereo not given),u
O=C(Nc1ccc2c(c1)OCO2)c1sc2ccccc2c1Cl,u
CSc1ccccc1NC(=O)c1cc(CC(C)C)on1,i
Cc1n[nH]c(C)c1S(=O)(=O)N1CCC(C(=O)N2CC(C)CC(C)C2)CC1 (stereo not given),i
CC1(C(=O)NC2CCCCCCC2)CCC(=O)N1CCN1CCOCC1 (stereo not given),i
CC(C)CNS(=O)(=O)c1ccc(CC(C)C)cc1,i
Cc1cc(C)cc(OCC(=O)Nc2cccc(NC(=O)c3ccco3)c2)c1,i
COc1cc2c(cc1OC)C(C(=O)NCCN1CCOCC1)C(c1cccs1)N(C)C2=O (stereo not given),i
CCOC(=O)CCC1=NS(=O)(=O)c2ccccc2N1,i
COc1ccc(C(=O)N[C@H]2CC[C@]3(C)CCC([C@H](C)C(=O)N4CCC(C)CC4)[C@H](O)[C@H]3[C@@H]2C)cc1 (stereo not given in full),i
CCc1cc(-c2[nH]ncc2-c2ccc(F)cc2)c(O)cc1OC,u
CC(C)CSc1nnc2c(n1)[nH]c1ccccc12,32.0%*
CCCOc1ccc(C(O)=C2C(=O)C(=O)N(CCN3CCOCC3)C2c2cccnc2)cc1 (stereo not given),i
Cn1c(SCC(=O)Nc2cccc(F)c2)nc2c([nH]c3ccccc32)c1=O,u
CC(=O)N1c2c(cc(Br)cc2S(=O)(=O)NC2CCCC2)CC1C (stereo not given),i
O=C(CCCCCCCCc1ccccc1)c1c(O)cc(O)cc1O,i
O=C(Nc1ccc(Br)cc1)c1cc(-c2ccco2)on1,u
CCn1cc(C(=O)N2CC(C)CC(C)C2)c(=O)c2cc(S(=O)(=O)N3CCC(C)CC3)ccc21 (stereo not given),i
N=c1c2c(-c3ccccc3)c(-c3ccccc3)oc2ncn1CCO,i
CC(=O)Cn1c(Br)nc2c1c(=O)[nH]c(=O)n2C,i
Cc1ccc(Cn2ccc(NC(=O)c3noc4c3CCCCC4)n2)cc1,i
COc1ccc(-n2cc(-c3ccc4c(c3)OCO4)[nH]c2=O)cc1,u
CCOc1cc(C(=O)Nc2ccc(N(C)C(C)=O)cc2)cc(OCC)c1OCC,i
# Going on with the list:
SMILES,ST2 IL33 inh
CC(C)CN(Cc1ccc(-n2cccn2)cc1)Cc1ccccn1,i
CCCS(=O)(=O)N1CCCC(C(=O)NCCN2CCCCC2C)C1 (stereo not given),u
O=C(c1ccc(-c2cncnc2)nc1)N1CCCC(c2ccccc2)CC1 (stereo not given),i
CC1CC(NC(=O)c2cnc3n(c2=O)CCS3)CC(C)(C)C1 (stereo not given),i
O=C(NCCc1ccncc1)c1ccccc1NCc1cccs1,i
Cc1oc2cc(O)ccc2c(=O)c1-c1ccc(F)cc1,i
Cc1c(C(=O)NCC2CCCO2)oc2ccc(S(=O)(=O)N3CC(C)CC(C)C3)cc12 (stereo not given),i
C=CCNC(=O)c1ccc2c(c1)NC(=O)CS2,i
Cc1ccc(-n2c(SCC(=O)Nc3cccc(C)c3)nc3c(c2=O)SCC3)cc1,u
Cc1nc(-c2cccc(NC(=O)C3CCN(c4ccccc4)C3=O)c2)no1 (stereo not given),37.0%*
CN[C@@H](CC(C)C)C(=O)N[C@H]1C[C@@](O)(C(=O)N[C@@H](Cc2ccc(OC)cc2)C(N)=O)C[C@@H](O)[C@@H]1O,i
Cc1onc(-c2c(Cl)cccc2Cl)c1C(=O)N1CCCC(C)C1 (stereo not given),i
Nc1c(Nc2ccc(F)cc2)c2ccccc2oc1=O,u
Cc1ccc2oc(-c3ccc4c(c3)C(=O)N(CC3CCCO3)C4=O)nc2c1 (stereo not given),i
CCOC(=O)c1sc2nc(-c3ccccc3)ccc2c1N,i
O=C(O)c1c(-c2ccccc2)c2oc3ccccc3c2[nH]c1=O,i
COc1ccc(-c2cc(C(=O)NC3CCCC3)no2)cc1OC,i
COc1ccc(C(=O)N[C@H]2CO[C@H]3[C@@H]2OC[C@@H]3n2nnnc2Oc2cccc(N3CCOCC3)c2)cc1,i
CC(C)(Oc1ccc2c(c1)CCC2)C(=O)N1CCN2C(=O)CNC(=O)C2C1 (stereo not given),i
O=C(Cn1c(=O)oc2ccccc21)Nc1ccc(Cl)cc1Cl,46.0%*

# Some of these compounds in order of formula weight, descending.
SMILES,ST2 IL33 inh
COc1ccc(C(=O)N[C@H]2CO[C@H]3[C@@H]2OC[C@@H]3n2nnnc2Oc2cccc(N3CCOCC3)c2)cc1,i
CN[C@@H](CC(C)C)C(=O)N[C@H]1C[C@@](O)(C(=O)N[C@@H](Cc2ccc(OC)cc2)C(N)=O)C[C@@H](O)[C@@H]1O,i
CCn1cc(C(=O)N2CC(C)CC(C)C2)c(=O)c2cc(S(=O)(=O)N3CCC(C)CC3)ccc21 (stereo not given),i
Cc1c(C(=O)NCC2CCCO2)oc2ccc(S(=O)(=O)N3CC(C)CC(C)C3)cc12 (stereo not given),i
Cc1ccc(-n2c(SCC(=O)Nc3cccc(C)c3)nc3c(c2=O)SCC3)cc1,u
CCOc1cc(C(=O)Nc2ccc(N(C)C(C)=O)cc2)cc(OCC)c1OCC,i
CC(C)(Oc1ccc2c(c1)CCC2)C(=O)N1CCN2C(=O)CNC(=O)C2C1 (stereo not given),i
Cc1ccc2oc(-c3ccc4c(c3)C(=O)N(CC3CCCO3)C4=O)nc2c1 (stereo not given),i
CCCS(=O)(=O)N1CCCC(C(=O)NCCN2CCCCC2C)C1 (stereo not given),u
O=C(c1ccc(-c2cncnc2)nc1)N1CCCC(c2ccccc2)CC1 (stereo not given),i
Cc1onc(-c2c(Cl)cccc2Cl)c1C(=O)N1CCCC(C)C1 (stereo not given),i
Cc1ccc(Cn2ccc(NC(=O)c3noc4c3CCCCC4)n2)cc1,i
O=C(Cn1c(=O)oc2ccccc21)Nc1ccc(Cl)cc1Cl,46.0%*
N=c1c2c(-c3ccccc3)c(-c3ccccc3)oc2ncn1CCO,i
CC1CC(NC(=O)c2cnc3n(c2=O)CCS3)CC(C)(C)C1 (stereo not given),i
CC(C)CN(Cc1ccc(-n2cccn2)cc1)Cc1ccccn1,i
COc1ccc(-c2cc(C(=O)NC3CCCC3)no2)cc1OC,i
COc1ccc(-n2cc(-c3ccc4c(c3)OCO4)[nH]c2=O)cc1,u
O=C(O)c1c(-c2ccccc2)c2oc3ccccc3c2[nH]c1=O,i
CC(=O)Cn1c(Br)nc2c1c(=O)[nH]c(=O)n2C,i
CCOC(=O)c1sc2nc(-c3ccccc3)ccc2c1N,i
Nc1c(Nc2ccc(F)cc2)c2ccccc2oc1=O,u
C=CCNC(=O)c1ccc2c(c1)NC(=O)CS2,i

# (more compounds)
SMILES,ST2 IL33 inh
COc1cc(CN2CCc3ccccc3C2)cc(I)c1O,i
C=C(C)CN(CC)Cc1ccc(-c2ccccc2[N+](=O)[O-])o1,33.0%*
COc1ccc2c(c1)CCC/C2=N\OC(=O)c1ccccc1OC,u
Cc1ccccc1OCC(=O)Nc1sc2c(c1C#N)CC(C)(C)NC2(C)C,u
Cc1cc2nc(SCc3nc4ccccc4[nH]3)[nH]c2cc1C,i
COc1cccc(-n2cc(-c3ccc4c(c3)OCO4)[nH]c2=O)c1,i
COc1ccccc1C(=O)Nc1ccc(C(=O)O)cc1,i
O=C(NC1CCCCC1)c1cn(C2CC2)cc(C(=O)N2CCOc3ccc(Cl)cc3C2)c1=O,i
CC1CC(C)CN(S(=O)(=O)c2ccc(C(=O)Nc3nc4c(s3)CCCC4)cc2)C1 (stereo not given),i
O=c1[nH]c2ccc(N=Cc3ccc4ncccc4c3)cc2[nH]1,u
CCc1ccc(N(CC(=O)NCC2CCCO2)S(C)(=O)=O)cc1 (stereo not given),u
CC1CCC2(CC1)SCC(=O)N2c1ccc(Cl)cc1 (stereo not given),u
COc1ccc(-c2ncnn2-c2sc3c(c2C#N)CCCC3)cc1OC,u
CCCCC(NS(=O)(=O)c1ccc(F)cc1)C(=O)O (stereo not given),u
CC(=O)N1N=C(c2ccc(C)c([N+](=O)[O-])c2)OC12CCCC2,u
Cc1ncc(CN2CCC(Cn3cc(-c4ccccn4)nn3)CC2)s1,i
Cc1ccc(Nc2c(-c3ccccc3O)nc3cnccn23)cc1,i
COc1ccc(C(=O)Nc2ccccc2C(C)(C)C)cc1[N+](=O)[O-],i
CC(C)c1nc(CNC2CCC3(CCNCC3)CC2)cs1,i
O=C(NCC1CCCO1)C1CCC(=O)N1Cc1ccc(F)cc1 (stereo not given),i
CCOC(=O)N1CCN(c2nc(-c3cccc([N+](=O)[O-])c3)cs2)CC1,u
O=C(CC1(c2cccc(F)c2)CC(=O)N(Cc2cccnc2)C1=O)N1CCN(C2CCCC2)C(=O)C1 (stereo not given),i
Cc1ccccc1NC(=O)CSC1=Nc2ccccc2C2=NC(c3ccccc3)C(=O)N12 (stereo not given),i
CC(C)Oc1ccc(C2C3=C(CC(C)(C)CC3=O)Nc3ccccc3N2C(=O)C(F)(F)F)cc1 (stereo not given),i
C#Cc1cccc(C(=O)N2CC(=O)N(C3CCCCC3)CC(OCc3ccncc3)C2)c1 (stereo not given),u
COc1cc2c(cc1-c1nccn1Cc1ccc(Cl)s1)OCO2,u
CCOC(=O)C1=C(C)Nc2ncnn2C1c1ccc(OCc2ccccc2)cc1 (stereo not given),i
Cc1cccc(-n2cc(-c3ccnc(NC(C)Cc4ccncc4)n3)cn2)c1 (stereo not given),i
CCN(CCCNC(=O)c1cc2cc3ccc(Cl)cc3nc2o1)Cc1ccccc1,i
CCOC(=O)C1(CCCc2ccccc2)CCN(C(=O)c2csc(C(C)=O)c2)CC1,u
Cc1c(Cl)cccc1NC(=O)C1CCCCC1C(=O)O (stereo not given),i
CCOc1ccccc1N1CCN(Cc2ccc3c(c2)OCO3)CC1,u
Cc1cccc(C(C(=O)NCCC(=O)Nc2nccs2)N(C)C)c1 (stereo not given),i
CC(CNC(=O)C1CCCCC1)NC(=O)C1CCCCC1 (stereo not given),i
O=[N+]([O-])c1ccccc1CN1C[C@H](O)C[C@H]1c1nc(-c2ccncc2)no1,i
CC1CCCC(NC(=O)COc2ccc3c(c2)C(=O)CC(C)(C)O3)C1C (stereo not given),u
COc1ccc(C2CC(c3c(C)cc(C)[nH]c3=O)=NN2c2ccccc2)cc1 (stereo not given),u
CC(C)[C@@H](C(=O)O)N1Cc2c(cc(O)c3c2O[C@]2(C3)[C@H](C)CCC3C(C)(C)[C@H](O)[C@H](O)C[C@@]32C)C1=O (stereo not given in full),i
Cn1nc(C(=O)O)c(Br)c1[N+](=O)[O-],i
CC(C)NC[C@H](O)COc1cccc2[nH]ccc12,i
CCOCCCNC(=O)CC12CC3CC(CC(C3)C1)C2,i
CC(C)c1ccc(OCC(O)CN2CCCCC2C)cc1 (stereo not given),i
CS(=O)(=O)c1cc([N+](=O)[O-])c(Sc2nc3ccccc3o2)c([N+](=O)[O-])c1,i

# This is a subset, so the mix of outcomes need not match the whole.
